C diff HTS: inhibitors of Clostridium difficile growth; Clostridium difficile clinical isolate growth, OD600, 24 h; hits give low values; growth activity, negative = inhibition, % at 16 µg/mL (by protocol); 86,000 compounds, 0.25% hits; AID 1259249;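 active means mean growth activity at or below -80% and every replicate also at or below -80%; inconclusive means mean at or below -80% but some replicate above -80%; inactive means mean growth activity above -80%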;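 further: 0% = DMSO wells and -100% = levofloxacin 16 µg/mL wells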
KDM4C inh: KDM4C (human) demethylase inhibition; GST-KDM4C 2-372, H3K9me3 peptide, LANCE TR-FRET; inhibition, % at 12.5 µM; 96,000 compounds, 0.15% hits; Q9H3R0;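 active means mean replicate inhibition above about 25%, with at least 55% of replicates also reaching it, limit read from the data, passing the limit was not always enough; inconclusive means only one of those two conditions met; inactive means neither condition met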
Target sequence (Q9H3R0 2-372 limits assumed): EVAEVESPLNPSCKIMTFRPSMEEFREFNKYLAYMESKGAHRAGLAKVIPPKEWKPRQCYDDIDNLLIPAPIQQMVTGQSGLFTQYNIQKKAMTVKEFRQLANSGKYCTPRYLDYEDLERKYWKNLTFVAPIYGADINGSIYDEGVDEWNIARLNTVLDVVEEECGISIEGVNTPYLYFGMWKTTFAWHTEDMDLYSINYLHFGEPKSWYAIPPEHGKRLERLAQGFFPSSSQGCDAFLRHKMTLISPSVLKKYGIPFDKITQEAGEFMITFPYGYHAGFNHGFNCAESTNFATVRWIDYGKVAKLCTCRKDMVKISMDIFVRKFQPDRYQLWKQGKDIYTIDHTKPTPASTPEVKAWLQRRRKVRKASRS
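Test system – GST-tagged GASC-1 (JMJD2C) catalytic fragment, aa 2-372 · Medium – HEPES buffer, pH 7.5, plus ascorbate · Reagent – H3K9me3 peptide with Fe(II)/2OG · Compound – one test concentration per compound · Timing – 30 min reaction, 60 min detection, RT · Technique – TR-FRET with Eu antibody and ULight streptavidin, EDTA stop · Read-out basis – inhibition from TR-FRET ratio decrease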
T cruzi growth: T. cruzi proliferation inhibition; 77,000 compounds, 5.9% hits; inhibition, % at 8.34 µM; T. cruzi beta-gal in NIH3T3, GalScreen luminescence, 90 h; AID 624255;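 active means mean inhibition above about 93%, with at least 55% of replicates each passing it, limit read from the data, passing the limit was not always enough; inconclusive means only one of those two conditions holds; inactive means neither condition holds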
Pf Dd2 growth: blocks growth of Plasmodium falciparum Dd2 parasites; P. falciparum Dd2 growth, SYBR Green, 72 h; hits give low values; activity change, % at 10 µM; 94,000 compounds, 2.3% hits; in the data active means activity change below about -80%; inconclusive means no clear call, values can overlap the other calls
* = called active by the depositor; ? = inconclusive; . = no result given; & = joins results of further samples.

Screens in order: C diff HTS | KDM4C inh | T cruzi growth | Pf Dd2 growth
C[C@H]1CCCCO[C@H](CN(C)C(=O)Nc2ccc(C(F)(F)F)cc2)[C@@H](C)CN([C@@H](C)CO)C(=O)c2cc(NC(=O)Nc3ccc4c(c3)OCO4)ccc2O1
 : -4.4 | -0.7 | 107.2* | -84.6*
C[C@@H]1CN([C@@H](C)CO)C(=O)c2c(c3ccccc3n2C)-c2ccccc2CO[C@@H]1CN(C)Cc1cccnc1
 : 0.3 | 1.7 | 135.3* | -54.0
C[C@@H]1CN([C@H](C)CO)C(=O)c2cc(NS(=O)(=O)c3ccccc3)ccc2O[C@@H](C)CCCCO[C@H]1CN(C)C(=O)C1CCCCC1
 : -12.4 | -0.8 | 60.3 | -55.7
Cc1ccc(S(=O)(=O)Nc2ccc3c(c2)C(=O)N([C@H](C)CO)C[C@H](C)[C@H](CN(C)Cc2ccc(Oc4ccccc4)cc2)O3)cc1
 : . | -1.4 | 71.9 | -5.0
C[C@@H](NC(=O)C[C@@H]1CC[C@H](NC(=O)Cc2ccccn2)[C@H](CO)O1)c1ccccc1
 : . | -0.3 | 38.2 | -14.7
C[C@H](CO)N1C[C@H](C)[C@H](CN(C)S(=O)(=O)c2ccccc2)Oc2ccc(NS(=O)(=O)c3ccccc3)cc2CC1=O
 : 7.3 | -2.2 | 24.8 | -36.9
CN1[C@@H]2c3ccc(-c4cccnc4)c(=O)n3C[C@H]1[C@H](CO)[C@H]2C(=O)NCCc1ccccc1
 : . | -0.1 | 32.1 | .
CNC[C@@H]1Oc2cc(-c3ccccc3OC)ccc2S(=O)(=O)N([C@@H](C)CO)C[C@H]1C
 : 0.5 | -3.3 | 42.1 | -58.1
C[C@@H]1CN([C@H](C)CO)C(=O)Cc2cc(NC(=O)Cc3cn(C)c4ccccc34)ccc2O[C@H]1CN(C)S(=O)(=O)c1ccc(F)cc1
 : -3.0 | -0.2 | 40.9 | -10.1
O=C(C[C@@H]1CC[C@H]2[C@@H](COC[C@H](O)CN2CC2CCOCC2)O1)NCC1CC1
 : 8.6&-3.2 | -0.4 | 51.4 | .
C[C@@H]1CN([C@@H](C)CO)S(=O)(=O)c2ccc(-c3cccc(C(=O)N(C)C)c3)cc2O[C@@H]1CN(C)C
 : -2.4 | 0.0 | 27.0 | 39.2
C[C@H]1CCCCO[C@H](CN(C)Cc2ccc(C(F)(F)F)cc2)[C@@H](C)CN([C@@H](C)CO)C(=O)c2cc(NC(=O)Nc3ccc(C(F)(F)F)cc3)ccc2O1
 : 6.2 | 12.7 | 81.1 | 40.4
C[C@@H]1CN([C@@H](C)CO)C(=O)c2cc(NS(=O)(=O)c3cccs3)ccc2O[C@@H]1CN(C)S(C)(=O)=O
 : . | 0.0 | 7.1 | 11.4
C[C@@H]1CN([C@@H](C)CO)C(=O)c2ccccc2-c2ccccc2CO[C@H]1CN(C)C(=O)Oc1ccccc1
 : . | -1.1 | 29.7 | -35.0
N#C[C@@H]1[C@@H](c2ccccc2)[C@H](CO)N1S(=O)(=O)c1ccc(F)cc1
 : -2.7 | -0.4 | 50.3 | 13.4
C[C@@H]1CCCCO[C@@H](CN(C)C(=O)Nc2ccc3c(c2)OCO3)[C@@H](C)CN([C@@H](C)CO)C(=O)c2cc(NC(=O)C3CCCCC3)ccc2O1
 : 4.0 | 0.2 | 52.9 | -62.4
COCC(=O)N(C)C[C@@H]1Oc2cc(C#C[C@@H](C)O)ccc2S(=O)(=O)N([C@H](C)CO)C[C@@H]1C
 : -0.4 | -2.0 | 29.9 | .
C[C@H]1CN([C@@H](C)CO)C(=O)Cc2cc(NC(=O)Nc3ccc(F)cc3)ccc2O[C@@H]1CN(C)Cc1ccc(C(=O)O)cc1
 : 1.0 | 0.4 | 71.9 | 10.5
CCCNC(=O)Nc1ccc2c(c1)OC[C@@H](C)N(C)C[C@@H](C)[C@H](OC)CN(C)C2=O
 : 8.9 | 0.4 | 20.6 | .
Cc1ccc(S(=O)(=O)N(C)C[C@H]2Oc3ccc(NC(=O)CCCN(C)C)cc3CC(=O)N([C@@H](C)CO)C[C@H]2C)cc1
 : 7.4 | -1.2 | 26.9 | 36.4
COc1ccc(S(=O)(=O)Nc2ccc3c(c2)C(=O)N([C@H](C)CO)C[C@@H](C)[C@H](CN(C)C(=O)Nc2ccc(F)cc2)OCCCC[C@@H](C)O3)cc1
 : -1.6 | -1.3 | 59.9 | -37.4
C[C@H](CO)N1C[C@H](C)[C@H](CN(C)S(=O)(=O)c2cccs2)Oc2ccc(NC(=O)Nc3ccccc3)cc2C1=O
 : -0.8 | -1.4 | 26.4 | -10.1
COCc1cn(CC[C@H]2CC[C@@H](NC(=O)Nc3ccc4c(c3)OCO4)[C@H](CO)O2)nn1
 : 0.2 | 1.1 | -41.0 | 8.9
C[C@H]1CN([C@@H](C)CO)C(=O)c2cc(C3=CCCCC3)cnc2O[C@H]1CN(C)Cc1ccccc1C(=O)O
 : 0.6 | 1.6 | 82.8 | 7.2
O=C(C[C@H]1CC[C@@H]2[C@H](COC[C@H](O)CN2C(=O)c2ccccc2F)O1)NCc1ccccc1
 : . | -1.2 | -20.1 | 9.8
C[C@H](CO)N1C[C@H](C)[C@@H](CN(C)C(=O)c2cccc(F)c2)Oc2ncc(-c3cccnc3)cc2C1=O
 : 4.2 | -1.0 | 18.5 | 7.2
COc1ccc(C#Cc2ccc3c(c2)O[C@H](CN(C)C(=O)CN2CCOCC2)[C@H](C)CN([C@H](C)CO)S3(=O)=O)cc1
 : 4.0 | -1.2 | . | -14.5
C[C@@H]1CN([C@H](C)CO)C(=O)Cc2cc(NC(=O)CCC(F)(F)F)ccc2O[C@@H]1CN(C)Cc1ccc(Cl)c(Cl)c1
 : 17.1 | 17.2 | 87.5 | 14.4
CCCNC(=O)C[C@H]1CC[C@@H]2[C@H](COC[C@H](O)CN2C(=O)c2ccc(F)cc2)O1
 : 1.0&-7.5 | 2.9 | 4.3 | 9.0
COc1ccc(C#Cc2cccc(-c3nc(C(=O)NCCCN4CCOCC4)cc4c3[C@@H](CCO)N(S(=O)C(C)(C)C)C4)c2)cc1OC (stereo partly specified)
 : -3.0 | -2.0 | 61.6 | .
C[C@H](CO)N1C[C@H](C)[C@H](CN(C)C(=O)Nc2ccccc2)Oc2ncc(-c3cccc(F)c3)cc2C1=O
 : 1.2 | 0.2 | 73.7 | -22.7
C[C@@H]1CN([C@H](C)CO)C(=O)c2cc(NC(=O)CCCCCC(=O)Nc3ccccc3N)ccc2O[C@H]1CN(C)C(=O)Nc1ccc2c(c1)OCO2
 : -4.9 | 0.3 | . | 25.9
C[C@@H]1CCCCO[C@@H](CN(C)Cc2ccc(C(=O)O)cc2)[C@H](C)CN([C@H](C)CO)C(=O)c2cc(NC(=O)c3ccncc3)ccc2O1
 : 0.5 | -0.2 | 33.2 | 43.8
COc1ccccc1NC(=O)N(C)C[C@@H]1OCc2ccccc2-c2ccccc2C(=O)N([C@@H](C)CO)C[C@@H]1C
 : -1.4 | -0.3 | 55.2 | 18.4
COc1ccc(S(=O)(=O)N(C)C[C@@H]2Oc3ccc(NS(=O)(=O)c4ccc(Cl)cc4)cc3CC(=O)N([C@H](C)CO)C[C@@H]2C)cc1
 : 39.9 | -2.0 | 28.4 | -64.6
CO[C@H]1CN(C)C(=O)c2cc(NC(=O)Nc3ccccc3)ccc2OC[C@H](C)N(C(=O)Nc2c(C)noc2C)C[C@@H]1C
 : . | 2.9 | 2.6 | -3.9
CO[C@H]1CC[C@H]2CCN(C)C(=O)CCCN(C)C(=O)c3cccc(C#N)c3OC[C@H]1O2
 : -5.4 | -1.0 | -30.4 | .
O=C(C[C@@H]1CC[C@H]2[C@@H](COC[C@@H](O)CN2C(=O)Nc2ccc(Cl)cc2)O1)NC1Cc2ccccc2C1
 : 46.4&2.0 | -3.3 | . | 5.2
C[C@H](CO)N1C[C@H](C)[C@@H](CN(C)S(=O)(=O)c2ccccc2)Oc2ccc(NC(=O)CCC(F)(F)F)cc2C1=O
 : -2.0 | -1.0 | -24.1 | 2.4
COCC(=O)Nc1ccc2c(c1)C(=O)N(C)C[C@@H](OC)[C@H](C)CN(C(=O)NC(C)C)[C@@H](C)CO2
 : . | 0.1 | 36.5 | 20.0
N#Cc1ccc(-c2ccc3c(c2)[C@@H]2[C@@H](CCN2S(=O)(=O)c2cccc(F)c2)[C@H](CO)N3)cc1
 : 2.0 | -0.2 | 4.4 | 9.5
O=C(c1ccccc1)N1CC(=O)N2[C@@H](CO)[C@H](c3ccc(C#Cc4ccccc4)cc3)[C@@H]2C1
 : -2.4 | -2.2 | . | 10.7
CS(=O)(=O)N(CC1CCC1)C[C@@H]1N[C@@H](CO)[C@@H]1c1ccccc1
 : 6.9 | 1.5 | 21.2 | -6.3
C[C@H](CO)N1C[C@H](C)[C@@H](CN(C)S(=O)(=O)c2ccc(Cl)cc2)Oc2ccc(NC(=O)NC3CCCCC3)cc2CC1=O
 : -7.1 | -0.7 | -51.8 | -62.9
C[C@@H]1CN([C@H](C)CO)C(=O)CCCn2nncc2CO[C@H]1CN(C)Cc1ccncc1
 : -4.7 | 9.0 | -16.9&-13.9 | 10.1&-4.0

Record cards, from the list above. Order of screens: C diff HTS, KDM4C inh, T cruzi growth, Pf Dd2 growth
`C[C@H](CO)N1C[C@H](C)[C@@H](CN(C)S(=O)(=O)c2ccc(Cl)cc2)Oc2ccc(NC(=O)NC3CCCCC3)cc2CC1=O` is listed with -7.1, -0.7, -51.8, -62.9
`CCCNC(=O)Nc1ccc2c(c1)OC[C@@H](C)N(C)C[C@@H](C)[C@H](OC)CN(C)C2=O` is listed with 8.9, 0.4, 20.6, .

(further entries)
smiles	C diff HTS	KDM4C inh	T cruzi growth	Pf Dd2 growth
CCCC#Cc1cnc2c(c1)C(=O)N([C@H](C)CO)C[C@@H](C)[C@@H](CN(C)C(=O)Nc1cc(F)ccc1F)O2	4.2	3.6	14.4	-54.4
C[C@H](CO)N1C[C@H](C)[C@H](CN(C)S(=O)(=O)c2ccc(Cl)cc2)OCCCC[C@H](C)Oc2ccc(N(C)C)cc2C1=O	-0.1	-0.9	100.2*	-57.7
C/C=C/c1ccc([C@H]2[C@@H](CO)N(Cc3cncnc3)C23CN(C(=O)CC)C3)cc1	6.7	-0.4	.	-12.4
CCC(=O)N(C)C[C@H]1Oc2cc(C#CC3CC3)ccc2S(=O)(=O)N([C@@H](C)CO)C[C@H]1C	.	-0.2	-8.4	27.3
C[C@H](CO)N1C[C@H](C)[C@@H](CN(C)CC2CC2)OCCCC[C@H](C)Oc2ccc(NC(=O)Nc3cccc4ccccc34)cc2C1=O	3.2	-1.4	62.2	-59.9
C[C@@H]1CCCCO[C@@H](CN(C)C(=O)Nc2ccc3c(c2)OCO3)[C@H](C)CN([C@H](C)CO)C(=O)c2cc(NC(=O)Nc3ccc(F)cc3)ccc2O1	0.6	-0.4	102.2*	-49.0
O=C(C[C@@H]1CC[C@H](NC(=O)Nc2cc(F)ccc2F)[C@H](CO)O1)Nc1ccccc1	-3.6	-2.7	.	.
CO[C@@H]1CN(C)C(=O)c2ccc(NS(=O)(=O)c3ccccc3F)cc2OC[C@@H](C)N(S(C)(=O)=O)C[C@H]1C	.	0.6	16.1	36.5
CCCC#Cc1ccc2c(c1)O[C@@H](CN(C)Cc1ccccn1)[C@H](C)CN([C@H](C)CO)S2(=O)=O	0.7	1.2	?	.
COC(=O)C[C@@H]1CC[C@H]2[C@@H](COc3ccc(NC(=O)Nc4cccc(Cl)c4)cc3C(=O)N2C)O1	-4.5	-1.4	37.0	-15.3
C[C@H](CO)N1C[C@H](C)[C@@H](CN(C)C(=O)Nc2ccccc2)Oc2ccc(N(C)C)cc2CC1=O	-6.2	5.2	6.0	12.0
CO[C@H]1CN(C)C(=O)c2cc(NC(=O)C3CCCCC3)ccc2OC[C@H](C)N(C)C[C@H]1C	.	-3.8	-35.0	.
Cc1ccc(-c2cnc3c(c2)C(=O)N([C@@H](C)CO)C[C@H](C)[C@H](CN(C)C(=O)CN(C)C)O3)cc1	.	0.6	.	25.7
COc1cccc(S(=O)(=O)N[C@H]2C=C[C@@H](CC(=O)NCc3ccc(Cl)cc3)O[C@@H]2CO)c1	1.6	2.9	13.6	23.6
COc1ccc(NC(=O)N[C@@H]2CC[C@@H](CCn3cc(-c4ccccc4F)nn3)O[C@H]2CO)cc1	-3.7	-0.6	-2.3	-4.3
CCCC(=O)Nc1ccc2c(c1)C(=O)N(C)C[C@H](OC)[C@H](C)CN(Cc1ccc(F)cc1)[C@H](C)CO2	.	4.0	-11.9	.
C[C@H]1CN([C@@H](C)CO)C(=O)c2cc(NC(=O)CCC(F)(F)F)ccc2O[C@H]1CN(C)S(=O)(=O)c1cn(C)cn1	.	-0.2	-85.6	30.2
COCC(=O)N1CC(=O)N2[C@H](CO)[C@@H](c3ccc(C#CC(C)C)cc3)[C@@H]2C1	-4.7	3.6	.	12.6

From PubChem BioAssay

This is a random part of the collection; 6.7% or so of the library scored in one or more.
